Source: PubChem (several laboratories)
HDAC3 inhib – HDAC3 deacetylase inhibitors, primary screen, biochemical, fluorescence, cell-free homogeneous; Histone deacetylase 3 (Homo sapiens), O15379; recombinant HDAC3, fluorogenic peptide/trypsin coupled; inhibition, % at 8.3 µM; 320,000 compounds, 0.15% hits; in the data active = inhibition above about 26%, passing the limit was not always enough
Target sequence (O15379 whole entry, looked up): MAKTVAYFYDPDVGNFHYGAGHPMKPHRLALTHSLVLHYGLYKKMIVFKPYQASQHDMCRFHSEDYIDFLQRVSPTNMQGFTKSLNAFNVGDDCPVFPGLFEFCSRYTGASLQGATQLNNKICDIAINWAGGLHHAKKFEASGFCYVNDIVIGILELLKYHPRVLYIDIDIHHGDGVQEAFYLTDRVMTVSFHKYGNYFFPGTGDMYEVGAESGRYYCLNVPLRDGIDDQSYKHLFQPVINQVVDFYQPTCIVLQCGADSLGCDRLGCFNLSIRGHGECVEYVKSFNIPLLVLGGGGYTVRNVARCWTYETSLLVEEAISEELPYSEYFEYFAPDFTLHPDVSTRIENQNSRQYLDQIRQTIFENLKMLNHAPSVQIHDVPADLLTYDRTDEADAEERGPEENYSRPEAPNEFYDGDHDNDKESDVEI
KCNQ1 inh – inhibitors of human KCNQ1 channel, primary screen, cell-based, thallium flux, high-throughput. 310,000 compounds, 1.3% hits. B-score at 10 µM. Potassium voltage-gated channel subfamily KQT member 1 (Homo sapiens), P51787. CHO-K1 KCNQ1, FluxOR thallium flux fluorescence; stronger effect = higher value;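 active = compounds whose thallium flux B-score, printed positive for inhibition, exceeds three library SD while starting fluorescence stays within three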;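 note: channel opened by potassium depolarization with thallium stimulus after 20 min compound exposure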
KCNK3 block – human KCNK3 channel inhibitors, primary screen, CHO cells, FluxOR thallium flux, B-score | Potassium channel subfamily K member 3 (Homo sapiens), O14649 | FluxOR fluorescence; stronger effect = lower value | B-score at 10 µM | 340,000 compounds, 0.84% hits | AID 602410, 2012;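 active = B-score under library mean minus 4 SD, starting fluorescence ratio at most library mean plus 5 SD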;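 note: more negative B-score means stronger inhibition of thallium flux through KCNK3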
hERG protect – hERG rescue from dofetilide block, primary screen, cell-based, CHO-hERG, FluxOR thallium flux, dofetilide IC70; AID 1511, 2009; activation (rescue from dofetilide block), less the hit threshold, % at 10 µM; dofetilide IC70 present; 310,000 compounds, 0.51% hits;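 active = activation above the mean of controls blocked by dofetilide plus 5 SD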;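 note: thallium influx through hERG after potassium depolarization seen as dye fluorescence rise; in these data hits start at about 4.7%; inactives centre near -7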
Dyrk1A ADPGlo – rat Dyrk1A kinase inhibitors, primary screen, biochemical, single point, plate reader; Dual specificity tyrosine-phosphorylation-regulated kinase 1A (Rattus norvegicus), Q63470; ADP-Glo luminescence, NFATc1 peptide; inhibition, % at 12.5 µM; 310,000 compounds, 0.43% hits; in the data active = inhibition above about 50%;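 note: plate controls were vehicle with enzyme for no effect and no enzyme for full effect; many of its hits are not listed in these tables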
KCNK9 inh – KCNK9 potassium channel inhibitors, primary screen, HEK293 cells, thallium flux. 310,000 compounds, 1.2% hits. FluxOR thallium flux fluorescence; stronger effect = lower value. AID 488922, 2010. B-score at 10 µM;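 active = ratio B-score over 3 SD below the library mean, with starting fluorescence within 5 SD of its mean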;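 note: negative B-score means less thallium flux so channel inhibition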
PolyA inh – polyadenylation inhibitors in yeast reporter cells, primary screen, luminescence, S. cerevisiae; S. cerevisiae SKY197-pL101 polyadenylation reporter, beta-gal luminescence; efflux-impaired pdr1/pdr3 knockout yeast; score 100 = 6 SD above DMSO; calls only at 12 µM; 300,000 compounds, 0.02% hits; AID 1875, 2009;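 active = lowest replicate activity score at least 50, where 100 means six control SD above control mean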;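 note: yeast exposed to compound for 9 h at 30 °C; higher score means more reporter readthrough which indicates perturbed polyadenylation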
KCNQ1 act – potentiators or activators of KCNQ1 channel, primary screen, cell-based, thallium flux, high-throughput; Potassium voltage-gated channel subfamily KQT member 1 (Homo sapiens), P51787; CHO-K1 KCNQ1, thallium flux FluxOR fluorescence; stronger effect = higher value; B-score at 10 µM; 310,000 compounds, 0.35% hits; AID 2648, 2010;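 active = fluorescence ratio B-score, a plate-corrected score, at least three library SD, with initial intensity B-score within 5 SD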
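assay system = KCNQ1-transfected CHO-K1 cells | medium = assay buffer with matched DMSO | probe or stimulus = depolarizing K+/Tl+ stimulus, K2SO4 and Tl2SO4 each 12.5 mM in 5x stock | dosing = single dose | incubation = dye 90 min, compound 20 min, room temperature | detection = kinetic FluxOR fluorescence, 10 s baseline plus 110 s post-stimulus | evaluation = ratio B score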
RGS4 pot – RGS4 potentiators or activators, primary screen, cell-based, HEK293 M3R inducible RGS4, calcium flux; carbachol calcium flux Fluo4; stronger effect = lower value; B-score at 10 µM; 310,000 compounds, 0.92% hits; AID 463111, 2010;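 active = B-score of the integrated calcium signal more than 4 SD below the library mean, with starting fluorescence not abnormally high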;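 note: negative B-score means reduced calcium response which marks RGS4 activation or potentiation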
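Test system: HEK293 cells with stable M3R and inducible RGS4; also added: carbachol at ECmax as muscarinic agonist stimulus; schedule: dye loading 30 min 37 °C, buffer rest 30 min RT; technique: kinetic calcium fluorescence imaging with Fluo4-AM dye, 2 µM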
GSK3beta inhib – human GSK3beta kinase inhibitors, primary screen, biochemical, cell-free homogeneous, HTS. activity score (negative = inhibition), % at 10 µM. 300,000 compounds, 0.038% hits. GST-GSK3beta kinase, ADP-Glo luminescence, 60 min; stronger effect = lower value. AID 2097, 2009. Glycogen synthase kinase-3 beta (Homo sapiens), P49841;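 active = more than half of replicate wells score below -50%, meaning over 50% inhibition versus plate controls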;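 note: 0% = median DMSO wells and -100% = median GW8510 positive control wells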
Target sequence (P49841 whole entry, looked up): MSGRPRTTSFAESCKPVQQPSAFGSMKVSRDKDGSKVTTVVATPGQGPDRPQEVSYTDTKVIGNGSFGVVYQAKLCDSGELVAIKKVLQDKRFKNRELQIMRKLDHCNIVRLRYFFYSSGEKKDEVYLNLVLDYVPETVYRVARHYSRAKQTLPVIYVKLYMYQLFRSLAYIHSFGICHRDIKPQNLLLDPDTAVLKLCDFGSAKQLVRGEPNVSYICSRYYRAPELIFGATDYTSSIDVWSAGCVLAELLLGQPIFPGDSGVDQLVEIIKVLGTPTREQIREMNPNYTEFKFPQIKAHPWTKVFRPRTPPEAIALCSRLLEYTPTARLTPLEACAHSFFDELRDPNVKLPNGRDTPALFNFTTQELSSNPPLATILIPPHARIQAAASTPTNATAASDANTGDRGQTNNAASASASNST
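Test system – GST-tagged human GSK3beta kinase, cell-free · Incubation – 60 min enzyme reaction, room temperature · Signal – ADP-Glo luminescence · Also added – peptide substrate and ATP at 25 µM · Controls – DMSO neutral wells and GW8510 at 20 µM as positive · Buffer or medium – Tris/MgCl2 kinase buffer · Measure – Luminescence-derived activity versus plate DMSO and GW8510 wells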
GSK3A inh – blockers of GSK3A enzyme activity – biochemical, luminescence, cell-free homogeneous, HTS, primary screen. GSK-3 alpha kinase, ADP-Glo luminescence, 60 min. inhibition, % at 10 µM. 320,000 compounds, 0.1% hits. AID 2650, 2010;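 in the data active = inhibition above about 50%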;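 note: GST-tagged GSK-3 alpha with peptide substrate and 25 µM ATP; 0% = DMSO neutral wells and 100% = GW8510 positive control wells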
An asterisk follows results filed as active; i = inactive; . = no result given. Some of the compounds tested (hit frequency here may not be typical).

SMILES | HDAC3 inhib | KCNQ1 inh | KCNK3 block | hERG protect | Dyrk1A ADPGlo | KCNK9 inh | PolyA inh | KCNQ1 act | RGS4 pot | GSK3beta inhib | GSK3A inh
COc1ccccc1C1CCN(C(=O)C2CCCCC2)CC1 | -4 | i | i | -5 | 2 | i | i | i | i | 2 | -2
COC(=O)c1ccc(C)c(NC(=O)c2ccc(Cl)c([N+](=O)[O-])c2)c1 | -2 | i | i | -5 | 0 | i | i | i | i | 1 | 0
Cc1cc(C)cc(NC(=O)CN2CCN(c3ncccn3)CC2)c1 | 3 | i | i | -9 | 5 | i | i | i | i | -2 | -2
O=C(COC(=O)c1ccc(Cl)nc1)Nc1ccccc1OC(F)F | -8 | i | i | -12 | . | i | i | i | i | 0 | 0
CCCNC(=S)N1CC2(C)CN(C(=O)C(=O)OC)CC(C)(C1)C2=O | 6 | i | i | -6 | 1 | i | i | i | i | -5 | 1
O=C(/C=C/c1ccccc1)N1CCN(CCN2C(=O)c3cccc4cccc(c34)C2=O)CC1 | 1 | i | i | -6 | . | i | i | i | i | 3 | 1
Cc1cccn2c(=O)c(C=Nc3ccc(Cl)cc3)c(NCCO)nc12 | -7 | i | i | -9 | 5 | i | i | i | i | -2 | 5
CC1(C)CC(=O)C(C=NCCN2CCN(C(=O)NC34CC5CC(CC(C5)C3)C4)CC2)=C(O)C1 | . | i | i | -7 | 3 | i | i | i | i | 0 | .
COCc1cc(C)n(CC(=O)Nc2ccc(Cl)cc2Cl)c(=O)c1C#N | -5 | i | i | -7 | 2 | i | i | i | i | 0 | 2
O=C(NC1CCCCCC1)c1ccc2c(=O)n3c(nc2c1)CCCCC3 | 4 | i | i | -2 | 7 | i | i | i | i | 1 | -4
Cc1csc(NC(=O)Cc2ccc(Cl)cc2)n1 | 0 | i | i | -11 | -1 | i | i | i | i | -3 | -2
COc1ccccc1NC(=S)NCc1ccc2c(c1)OCO2 | -3 | i | i | -4 | 4 | i | i | i | i | -5 | 3
CCOC(=O)CN1C(=O)N(CC(=O)OCC)C(c2ccccc2)(c2ccccc2)C1=O | -5 | i | i | -8 | -5 | i | i | i | i | . | -1
CCCOC(=O)c1c(N)sc(C(=O)OCC)c1C | 8 | i | i | -7 | 17 | i | i | i | i | 1 | -2
CC1CCCN(CCCNC(=O)c2cn(C)c3ccc(S(=O)(=O)N(C)C4CCCCC4)cc3c2=O)C1 (centres undefined) | -7 | i | i | -11 | 2 | i | i | i | i | -3 | -1
CCOC(=O)N1CCN(C(=S)Nc2ccc(C)c(C)c2)CC1 | 1 | i | i | -4 | 1 | i | i | i | i | 3 | -5
O=c1c2c(nc3nc(Cc4ccccc4)[nH]n13)CCC2 | 1 | i | i | -11 | 1 | i | i | i | i | 4 | -3
Oc1csc(Cc2nc(-c3ccc(-c4ccccc4)cc3)cs2)n1 | -3 | i | i | 3 | -3 | i | i | i | i | 1 | 0
O=Cc1ccc(OCc2cn3ccccc3n2)cc1 | -1 | i | i | -4 | 3 | i | i | i | i | 2 | 0
CC1CC(=O)Nc2ccccc2N1C(=O)Nc1ccc(F)cc1 (centres undefined) | -4 | i | i | -6 | . | i | i | i | i | -1 | 2

Three entries from above, ordered by their value in HDAC3 inhib, lowest first:
mol	HDAC3 inhib
Cc1cccn2c(=O)c(C=Nc3ccc(Cl)cc3)c(NCCO)nc12	-7
COCc1cc(C)n(CC(=O)Nc2ccc(Cl)cc2Cl)c(=O)c1C#N	-5
O=Cc1ccc(OCc2cn3ccccc3n2)cc1	-1

Other entries
SMILES | HDAC3 inhib | KCNQ1 inh | KCNK3 block | hERG protect | Dyrk1A ADPGlo | KCNK9 inh | PolyA inh | KCNQ1 act | RGS4 pot | GSK3beta inhib | GSK3A inh
Cc1c(Cl)cccc1NC(=O)COC(=O)c1c2c(nc3ccccc13)CCN(Cc1ccccc1)C2 | -1 | i | i | -9 | -5 | -12* | i | i | i | -4 | -3
CC(C)c1cc(C(C)C)c(S(=O)(=O)NNC(=O)c2ccncc2)c(C(C)C)c1 | 13 | i | i | -10 | 6 | i | i | i | i | 3 | -3
CN(C1=NS(=O)(=O)c2ccccc21)c1ccc(OC(=O)c2ccccc2)cc1 | -1 | i | i | 1 | 4 | i | i | i | i | 0 | -2
O=C(NCCCN1CCOCC1)C1(c2ccccc2)CCCC1 | -9 | i | i | -6 | -3 | i | i | i | i | 1 | -1
O=C(c1cc2cc(Cl)ccc2[nH]1)N1CCN(c2ccccc2F)CC1 | 0 | i | i | -4 | -6 | i | i | i | i | -4 | 6
NS(=O)(=O)c1ccc(NC(=O)COC(=O)CCC2CCCC2)cc1 | 1 | i | i | -12 | -2 | i | i | i | i | 3 | 2
O=C(CN1CCN(C(=O)c2ccccc2)CC1)Nc1ccc(Br)cn1 | 0 | i | i | -6 | 6 | i | i | i | i | -5 | 7
CCN(CC)CCn1c2c(c(SCC(=O)NCc3ccccc3)nc1=O)CCCC2 | -8 | i | i | -13 | 2 | i | i | i | i | -20 | 1
CCC(=O)Nc1ccc(C2C(=O)c3ccccc3C2=O)cc1 | -3 | i | i | -3 | 2 | i | i | i | i | -4 | 0
Cn1cc(/C=C(\NC(=O)c2ccccc2)C(=O)NCCN2CCOCC2)c2ccccc21 | 4 | i | i | -10 | 3 | i | i | i | i | 0 | 1
COc1cc(C)nc(OCCNS(=O)(=O)c2cc(C)ccc2C)n1 | -4 | i | i | -6 | 0 | i | i | i | i | 2 | -2
Cc1cc(C(F)(F)F)nc(SCC(=O)NC2CCCCC2)n1 | 1 | i | i | -7 | -1 | i | i | i | i | -2 | -1
O=C(c1ccc(Cl)c(S(=O)(=O)N2CCCCCC2)c1)N1CCOCC1 | 3 | i | i | -2 | 0 | i | i | i | i | 1 | 2
CCC(CO)n1c(SCc2cc([N+](=O)[O-])cc3c2OCOC3)nc2ccccc2c1=O (centres undefined) | 11 | i | i | -5 | 0 | i | i | i | i | -1 | -4
O=c1cc(N2CCc3ccccc32)[nH]c(=O)n1-c1ccc(Br)cc1 | . | i | i | -13 | 7 | i | i | i | i | -3 | .
Cc1cc(-c2nnc(SCc3ccccn3)o2)no1 | 5 | i | i | 1 | -4 | i | i | i | i | -4 | 1
O=C(Nc1ccccc1)/C(=C/c1ccc2c(c1)OCO2)NC(=O)c1ccco1 | 12 | i | i | -11 | -2 | i | i | i | i | 1 | 1
COc1ccc(/C=N/NC(=O)c2ccoc2C)cc1COc1c(C)cccc1C | 4 | 12* | -13* | -14 | -11 | -11* | i | i | i | 2 | -3
COc1ccc2oc(C(=O)OCC(=O)NCc3ccccc3OC)c(C)c2c1 | 3 | i | i | -12 | -5 | i | i | i | i | 2 | -1
CCCc1cc(=O)oc2cc(OC3CCCCC3=O)ccc12 (centres undefined) | -17 | i | i | -6 | 2 | i | i | i | i | -1 | -3
O=C(NCc1ccco1)c1ccc(COc2cccc3ccccc23)cc1 | . | i | i | -8 | -1 | i | i | i | i | 2 | -3
Cc1ccc(C)n1-c1cccc(S(=O)(=O)N2CCOCC2)c1 | 0 | i | i | -8 | -3 | i | i | i | i | 0 | -3
CC(=O)N(C)c1ccc(NS(=O)(=O)c2cccc3nsnc23)cc1 | -3 | i | i | -3 | -2 | i | i | i | i | -3 | 0
COc1cccc(CC(NC(C)=O)C(=O)NC2CCN(C(=O)c3ccc(Cl)cc3)CC2)c1OC (centres undefined) | 6 | i | i | -15 | 0 | i | i | i | i | 2 | -2
CC(=O)c1ccccc1C(=O)N1CCC(n2nccc2NC(=O)C2CC2)CC1 | 6 | i | i | -6 | -6 | i | i | i | i | 3 | -1
Nc1nc(-c2cccs2)cs1 | 10 | i | i | -10 | -6 | i | i | i | i | -2 | -1
COc1ccc(/C(=C/c2ccc(OC(F)F)c(OC)c2)C(=O)O)cc1OC | 5 | i | i | -4 | -2 | i | i | i | i | -23 | -2
Cc1cc(Cl)c(S(=O)(=O)NC(C(=O)O)c2ccccc2)cc1OCC(N)=O (centres undefined) | -3 | i | i | -9 | 1 | i | i | i | i | 0 | -23
CC(=O)C1=C(O)C(=O)N(Cc2ccccc2)C1c1ccc([N+](=O)[O-])cc1 (centres undefined) | 7 | i | i | -1 | -3 | i | i | i | i | 3 | 0
CCOC(=O)C1=C(COC(=O)CCOc2ccccc2C)NC(=O)NC1C (centres undefined) | 3 | i | i | -12 | . | i | i | i | i | 2 | -1
CCNC(=O)C(CC(C)C)NC(=O)C(CO)NC(=O)C1CCC(=O)N1 (centres undefined) | 1 | i | i | -11 | -9 | i | i | i | i | 1 | -2
O=C1CC2(CCN(C(=O)C3CC(=O)N(c4ccc(F)cc4)C3)CC2)Oc2ccccc21 (centres undefined) | -6 | i | i | -11 | -2 | i | i | i | i | -1 | -1
CN(CC(=O)Nc1c(Cl)cccc1Cl)C(=O)c1ccccc1Cc1ccccc1 | 1 | i | i | -15 | 14 | i | i | i | i | 0 | -5
COc1cc(Nc2nc(-c3ccccc3)c3cc(C)ccc3n2)cc(OC)c1OC | 14 | i | i | -6 | -2 | i | i | i | i | 3 | -2
Cc1ccc(-c2nn(C)c(=O)c3ccccc23)cc1CNC(=O)Cn1nc(-c2ccccc2)c2ccccc2c1=O | . | i | . | -10 | . | i | i | i | i | -1 | .
COc1cccc(C(=O)N2CCN(C(=O)c3cccc(F)c3)CC2)c1 | -1 | i | i | -3 | -6 | i | i | i | i | -2 | -4
